Screening data: PubChem BioAssay, several laboratories
S1P3 agonist: human S1P3 receptor agonists, primary screen, cell-based, primary and confirmation, NFAT-BLA reporter. 60,000 compounds, 0.1% hits. activation, % at 4.5 µM. S1P3 NFAT-BLA reporter cells, agonism, FRET ratio; relative to 1 µM S1P, basal subtracted. AID 373, 2006. Sphingosine 1-phosphate receptor 3 (Homo sapiens), Q99500;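 active means activation above the screen-wide mean plus 3 SD, cut at about 4.5% in these data, passing the limit was not always enough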; further: some compounds called inactive have numbers as strong as hits
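material = human S1P3 NFAT-BLA reporter CHO cells | schedule = 4 h compound at 37 °C, 2 h substrate at RT | measured by = fluorescent BLA substrate, ex 405 nm, em 460/535 nm ratio | controls = 1 µM S1P reference | replication = primary once, confirmation triplicate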
5HT1a antag: human 5-HT1a receptor antagonists, primary screen, cell-based, CHO, Ga15 NFAT-bla reporter; 5-hydroxytryptamine receptor 1A (Homo sapiens), P08908; 62,000 compounds, 0.68% hits; CHO 5-HT1a Ga15 NFAT-bla reporter, antagonist mode; inhibition, % at 10 µM;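 active means inhibition above the mean of all tested compounds plus 3 SD, cut at about 43% in these data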;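 further: receptor stimulated by 5-CT agonist at 100 nM near EC80; beta-lactamase reporter measured by ratiometric fluorescence of a cleavable substrate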
Jurkat tox 60K: cytotoxicity toward Jurkat T cells, primary screen, cytotoxicity control, cell-based, Jurkat E6.1, 60K MLSMR library | Jurkat E6.1 viability, ATP luminescence, 48 h | 56,000 compounds, 1.2% hits | inhibition, % at 4 µM;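 active means inhibition above the mean inhibition of all tested compounds plus 3 SD, cut at about 28% in these data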
HEK293 NFkB inh: inhibitors of PMA/ionomycin-induced NF-kB reporter, primary screen, antigen receptor NF-kB inhibitor project, cell-based, HEK-293 luciferase reporter, luminescence. 62,000 compounds, 0.21% hits. AID 465, 2006. HEK-293 NF-kB luciferase reporter. inhibition, % at 3 µM;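 active means inhibition above the mean of all tested compounds plus 3 SD, cut at about 40% in these data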;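 further: 0% = stimulated DMSO wells and 100% = 10 µM reference inhibitor 5653914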
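Reagent: PMA plus ionomycin mix as NF-kB-activating stimulus. Assay system: NF-kB luciferase reporter HEK-293 cells. Technique: luminescence from luciferase substrate reagent. Incubation: 1 h compound pre-incubation, 16 h PMA/ionomycin at 37 °C. Benchmarks: DMSO only as uninhibited control, 10 µM reference inhibitor as full inhibition. Repeats: tested once.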
D1 mod: D1 CRE-luciferase signal change, two-sided – cell-based, HEK293 D1, dopamine EC30, D1 allosteric modulator project, primary screen; D(1A) dopamine receptor (Homo sapiens), P21728; dopamine EC30 potentiation; actives deviate in either direction; B-score at 10 µM; 58,000 compounds, 5.9% hits; AID 641, 2007;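 active means luminescence count or its row- and column-corrected plate score outside the 99.7% band of the plate's sample wells, on either side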
HTR1A agonist: human 5-HT1a receptor agonists, primary screen, cell-based, CHO, Ga15 NFAT-bla reporter; 5-hydroxytryptamine receptor 1A (Homo sapiens), P08908; CHO 5-HT1a Ga15 NFAT-bla reporter, FRET ratio; 0% basal, 100% maximal reference agonist; activation, % at 10 µM; 65,000 compounds, 0.56% hits; AID 567, 2006;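 active means activation above the screen-wide mean activation plus 3 SD, cut at about 19% in these data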;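 further: 0% = DMSO wells and 100% = 5-CT at EC100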
HTR1E agonist: 5-HT1E receptor agonists, primary screen, cell-based, HTS | 5-hydroxytryptamine receptor 1E (Homo sapiens), P28566 | CHO 5-HT1E Ga15 NFAT-bla reporter, FRET; 0% DMSO wells, 100% control agonist wells | activation, % at 6 µM | 65,000 compounds, 0.69% hits | AID 574, 2007;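 active means activation above a set limit, the screen-wide mean activation plus 3 SD, cut at about 8.5% in these data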;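 further: 100% = positive control agonist at 1 µM giving full maximal response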
Target sequence (P28566 whole entry, looked up): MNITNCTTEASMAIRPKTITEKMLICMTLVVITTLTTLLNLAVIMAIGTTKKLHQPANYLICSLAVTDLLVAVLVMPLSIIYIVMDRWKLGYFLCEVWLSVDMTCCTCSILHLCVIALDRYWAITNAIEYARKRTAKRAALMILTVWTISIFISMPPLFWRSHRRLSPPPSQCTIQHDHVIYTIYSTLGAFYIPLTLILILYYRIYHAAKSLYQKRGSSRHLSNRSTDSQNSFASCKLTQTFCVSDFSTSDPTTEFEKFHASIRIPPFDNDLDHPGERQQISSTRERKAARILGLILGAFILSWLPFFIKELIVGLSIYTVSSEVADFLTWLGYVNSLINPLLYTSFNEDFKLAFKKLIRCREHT
S1P1 ag-PAM: S1P1 agonists and agonism potentiators, primary screen, cell-based, primary and confirmation screens, CRE-bla reporter | Sphingosine 1-phosphate receptor 1 (Homo sapiens), P21453 | S1P1 CRE-bla cells, forskolin, beta-lactamase FRET, potentiator mode; S1P1 agonist co-added at EC20, 2 nM; 100% = saturating reference agonist, 0% = basal | activation, % at 9.5 µM | 56,000 compounds, 0.57% hits | AID 449, 2006;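 active means activation above a cutoff set at the mean activation of all tested compounds plus 3 SD, cut at about 54% in these data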;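 further: forskolin at 4 µM as EC80 and the EC20 agonist is SEW2871; 100% = SEW2871 at its EC100 plus forskolin at EC80; some compounds past the cut are filed as inactive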
Target sequence (P21453 whole entry, looked up): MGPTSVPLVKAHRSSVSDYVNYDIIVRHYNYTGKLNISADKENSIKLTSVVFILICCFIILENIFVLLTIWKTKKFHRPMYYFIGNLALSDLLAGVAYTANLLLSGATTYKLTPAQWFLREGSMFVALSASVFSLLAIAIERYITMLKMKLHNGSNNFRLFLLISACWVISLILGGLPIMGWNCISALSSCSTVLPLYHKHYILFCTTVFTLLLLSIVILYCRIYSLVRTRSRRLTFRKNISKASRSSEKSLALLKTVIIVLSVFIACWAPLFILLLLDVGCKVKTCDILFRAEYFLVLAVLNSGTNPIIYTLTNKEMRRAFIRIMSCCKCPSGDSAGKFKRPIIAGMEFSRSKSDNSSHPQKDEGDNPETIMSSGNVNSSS
5HT1E antag: 5-HT1E receptor antagonists, primary screen, cell-based, HTS. 5-hydroxytryptamine receptor 1E (Homo sapiens), P28566. CHO 5-HT1E Ga15 NFAT-bla reporter, FRET, antagonist. inhibition, % at 6 µM. 65,000 compounds, 0.99% hits. AID 571, 2007;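 active means inhibition above a set limit, the mean inhibition across every tested compound plus 3 SD, cut at about 29% in these data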;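 further: signal is the 460 over 535 nm emission ratio of beta-lactamase substrate; 0% = agonist plus DMSO wells and 100% = wells without agonist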
The depositor's hits bear a star; x = no result given.

SMILES	S1P3 agonist	5HT1a antag	Jurkat tox 60K	HEK293 NFkB inh	D1 mod	HTR1A agonist	HTR1E agonist	S1P1 ag-PAM	5HT1E antag
CCCC(=O)C1=C(c2ccccc2)C(C#N)(C#N)C(C#N)=C1N	0.6	-5	-6	-4	-0.83	-2.2	-0.1	20	1
COc1ccc(OC)c(N=C(C)C2=C(O)COC2=O)c1	-0.5	x	x	x	x	0.0	-0.4	6	-9
Cn1ccnc1SCCC#N	-4.8	x	x	x	-0.29	2.8	-0.6	10	-8
O=C(Cn1ncn2c(cc3ccccc32)c1=O)NCc1ccco1	-0.1	7	0	13	-0.28	-0.5	0.0	-6	-6
CCCCCC/C(=N/O)c1ccccn1	-1.7	30	-4	-7	2	-1.8	-0.2	4	10
CCN(CC)C(=O)CSc1nnc(-c2ccccn2)n1-c1ccc(C)c(C)c1	-0.8	-1	-1	0	-0.025	-4.0	0.9	-6	-6
CC(=O)Nc1ccc(NCC(O)COc2ccccc2)cc1 (stereo not drawn)	-3.8	x	x	x	x	-1.3	-0.8	4	-2
COc1ccc(N(CC(=O)NCCSC(C)(C)C)S(C)(=O)=O)c(OC)c1	0.6	1	-4	3	-1.4	-1.3	-0.2	-7	-3
Cc1ccc2cc(CN(CCCN3CCOCC3)C(=O)NC3CCCCC3)c(=O)[nH]c2c1C	-0.4	12	10	9	-0.12	-1.7	0.8	0	0
COC(=O)c1cc2oc(C)cc2n1CC(=O)Nc1cc(C)cc(C)c1	-0.9	34	11	17	-0.45	-2.2	-0.2	14	14
CCOc1ccc(/C(O)=C2/C(=O)C(=O)N(CCN(C)C)C2c2ccccc2)cc1Cl (stereo not drawn)	-0.2	x	x	x	-0.4	-2.3	1.6	-2	-4
CCC1=C(C(=O)OC)C(c2cc(OC)ccc2OC)C(C#N)=C(N)O1 (stereo not drawn)	-4.1	x	x	x	0.63	3.9	0.2	3	12
CCCn1c(SCC(=O)Nc2ccccc2CC)nnc1C(C)C	-0.9	4	-4	11	0.23	1.0	-0.5	-5	-1
CCOc1ccc(CSC(CC(=O)O)C(=O)O)cc1 (stereo not drawn)	0.1	x	x	x	-0.63	-0.1	0.1	-1	-5
CC(C)c1ccc(NC(=O)C2CCCCC2C(=O)O)cc1 (stereo not drawn)	-1.1	-8	-5	10	0.68	-0.6	1.0	-15	3
COc1ccc(NC(=O)C2CCCN2S(=O)(=O)c2ccc(F)cc2)cc1 (stereo not drawn)	-0.1	-5	3	-1	x	-0.6	0.2	-12	-4
CCSc1ccc2nnc(-c3cccc(F)c3)n2n1	0.5	-4	0	14	0.0071	2.6	-0.8	-11	12
Cc1ccc(NC2=NC3(CCCCC3)N=C(N)N2)c(C)c1	-0.1	9	-3	12	-4.1*	0.0	0.0	-19	-10
Cc1nn(-c2ccccc2)c2sc(C(=O)N(CC(=O)NC(C)(C)C)Cc3ccco3)cc12	-0.4	6	1	17	0.39	0.5	0.3	-15	12
O=C1c2ccccc2C(O)N1Cc1ccco1 (stereo not drawn)	23	4	13	21	0.34	0.2	0.4	20	19
C=CCn1c(SCc2nc(N)nc(N3CCCCC3)n2)nnc1-c1ccco1	0.1	1	-2	-3	0.43	1.3	-0.5	3	1
CCn1cc(C(=O)NCC2CCCO2)c(=O)c2cc(S(=O)(=O)N3CCCCC3)ccc21 (stereo not drawn)	-0.3	-7	13	20	2.1	1.1	-0.1	0	9
O=C(NS(=O)(=O)c1ccc2c(c1)OCCO2)c1ccccc1	x	-14	x	3	-0.084	-0.9	0.2	x	-8
CC1CCN(c2nc3c(c(=O)[nH]c(=O)n3C)n2CCSc2ncccn2)CC1	-1.5	-6	-3	0	0.44	-4.9	-1.2	-20	-10
CCCCN(CC)S(=O)(=O)c1ccc(C(=O)Nc2nnc(CSC)o2)cc1	-0.3	8	88*	10	0.76	-1.1	0.0	24	-6
Cc1cn2nc(N)c3ccccc3c2n1	0.2	-6	4	0	-0.06	1.3	0.1	-28	3
COc1ccc(C(C(=O)OC(C)CN(C)C)c2ccccc2)cc1 (stereo not drawn)	0.4	-5	0	12	-0.5	-2.5	-0.7	-8	2
C=CCn1c(C)nc2c(c1=O)c1nc3ccccc3nc1n2-c1ccc(C)cc1	x	-20	x	18	0.4	3.9	0.6	x	-7
C=CCn1c(SCC(=O)Nc2nc3ccccc3s2)nnc1-c1ccccc1O	0.0	-2	0	10	0.27	-0.3	-0.2	x	-9
Cc1cc(=O)oc(C)c1C(=O)NCc1ccccn1	x	2	x	18	-0.2	-0.5	-1.2	x	-8
CCc1nnc(NC(=O)CN2CCOCC2)s1	x	-17	x	0	0.0082	-0.5	-0.3	x	-11
O=C(Nc1nc(-c2ccc3c(c2)OCCO3)cs1)c1ccc(S(=O)(=O)N2CCCCC2)cc1	-0.9	12	72*	34	-0.62	-3.4	0.6	8	-16
O=C1[C@@H]2C(Cc3ccc(O)cc3)NC3(C(=O)Nc4ccc(F)cc43)[C@@H]2C(=O)N1c1ccc(F)cc1 (stereo partly drawn)	0.1	28	-8	-1	-0.5	1.9	-0.1	8	-2
c1ccc2c(N3CCCCC3)nc(N3CCCCC3)nc2c1	-1.9	x	x	x	x	1.4	0.1	2	-5
COc1ccc(C(=O)N(Cc2ccco2)Cc2cc3cc(C)ccc3[nH]c2=O)cc1OC	0.9	2	-2	3	1.5	-0.4	0.6	-30	5
COc1ccccc1C(c1nnnn1CS(=O)(=O)c1ccc(C)cc1)N1CCSCC1 (stereo not drawn)	-0.5	0	2	12	-0.77	-1.3	-0.2	-4	0
CCn1c(SCCC(=O)Nc2ccccc2)nnc1-c1ccc(OC)cc1	-0.2	-4	-4	13	-0.5	1.0	0.4	19	-7
CC(C)Oc1ccc(C(=O)NCc2cccnc2)cc1	-1.0	8	-2	2	0.55	-0.1	-0.2	-20	-2
CCOC(=O)N1CCC(N(CCCOC)C(=O)Nc2ccc(CC)cc2)CC1	-0.5	5	1	6	-0.75	-3.7	0.0	20	12
Cn1c(=O)n(C/C=C/c2ccccc2)c(=O)c2c1nc1n2CCCN1Cc1ccccc1	-1.5	22	11	15	0.81	0.0	0.3	37	4
CC(=O)Nc1ccc(N2C(=O)CSC2c2ccc(F)cc2)cc1 (stereo not drawn)	-1.2	3	-4	11	-0.59	-1.6	0.5	11	-3
CN1CCCC(OC(=O)COc2ccccc2)C1 (stereo not drawn)	-0.9	-4	-3	4	-1.7	-4.1	-0.2	-29	-15
O=C(NCc1ccncc1)c1c(F)c(F)c(F)c(F)c1F	0.1	4	-3	9	0.005	1.1	0.3	16	2
CS/C(=N\S(=O)(=O)c1cccs1)NC(=O)CSc1nc2ccccc2s1	-0.3	12	-4	18	x	0.8	0.4	8	-4
CCc1ccccc1N(CC(=O)N1CCN(c2ccccc2)CC1)S(C)(=O)=O	-1.1	-2	-13	10	-0.029	-1.2	-0.1	6	-8
CC(=O)Nc1cc(NC(C)=O)cc(C(=O)NC(C)(C)C)c1	-0.7	-9	3	6	0.83	1.4	0.3	-4	-3
CCOCCCn1c(=NC(=O)c2cccnc2)c(C(=O)OCC)cc2c(=O)n3ccccc3nc21	0.2	-16	-7	17	3.3*	7.0	1.2	-15	5
CCOC(=O)c1nn(-c2ccc3c(c2)OCO3)cc1O	0.3	3	-5	19	0.074	-5.0	-0.3	-50	10

Compound profiles, from the list above. Order of screens: S1P3 agonist	5HT1a antag	Jurkat tox 60K	HEK293 NFkB inh	D1 mod	HTR1A agonist	HTR1E agonist	S1P1 ag-PAM	5HT1E antag
CCOC(=O)c1nn(-c2ccc3c(c2)OCO3)cc1O in the list: 0.3	3	-5	19	0.074	-5.0	-0.3	-50	10
CCn1c(SCCC(=O)Nc2ccccc2)nnc1-c1ccc(OC)cc1 in the list: -0.2	-4	-4	13	-0.5	1.0	0.4	19	-7

Next section.
SMILES	S1P3 agonist	5HT1a antag	Jurkat tox 60K	HEK293 NFkB inh	D1 mod	HTR1A agonist	HTR1E agonist	S1P1 ag-PAM	5HT1E antag
CCSCCOC(=O)C1=C(C)NC(=O)NC1c1ccc2c(c1)OCO2 (stereo not drawn)	-0.6	-7	-8	7	0.24	200*	0.7	-5	21
COc1ccccc1-n1c(SCC(=O)N2CCCC2)nc2cccnc21	-1.1	-5	0	0	0.77	-0.5	-1.7	-8	-1
Cn1c(=O)n(CC(=O)Nc2ccc(F)cc2)c2ccccc21	-0.3	-2	-6	18	-0.013	-2.9	0.1	-22	-4
CCC1(C)NC(=O)N(CC(=O)Nc2sc3c(c2C(N)=O)CCC3)C1=O (stereo not drawn)	0.8	-5	-5	7	x	-1.1	0.1	-39	-16
Cn1cc(S(=O)(=O)CC(=O)N2CCCc3ccccc32)c2ccccc21	-0.1	17	-1	8	0.46	-1.3	0.1	5	7
COc1ccc(Cc2nn3c(-c4cc(OC)c(OC)c(OC)c4)nnc3s2)cc1	0.5	-20	-3	10	4.7*	0.3	0.4	-41	21
Cc1nc2sc3c(c2c(=O)o1)CCCC3	0.5	1	-9	0	-0.15	-1.3	0.8	4	1
CCOc1ccc(NC(=O)CN(C)CC(=O)NC2CCCc3ccccc32)cc1OCC (stereo not drawn)	-0.2	16	-1	2	-0.69	-0.4	-0.7	-6	2
Cn1nc(C(=O)NCCN2CCOCC2)c2ccccc2c1=O	-1.5	3	-6	10	-0.094	-2.2	0.5	-38	1
CCOc1ccccc1N(CC(=O)Nc1ccc2c(c1)OCO2)S(C)(=O)=O	x	-2	x	19	0.63	-1.8	0.8	x	-4
COc1ccc(-c2cc3nc4n(c(=O)c3s2)CCOC4)cc1	-2.5	x	x	x	x	-2.5	3.0	11	-4
CCOc1ccc(CNC(=O)C2CCN(S(=O)(=O)CC)CC2)cc1OC	-0.8	10	5	6	0.36	-2.1	0.2	-7	-13
Clc1ccccc1-c1nnc2sc(-c3ccco3)nn12	-2.0	x	x	x	x	2.0	-0.2	-8	4
CCn1c(=O)c(C(=O)Nc2nc3ccccc3[nH]2)c(O)c2ccccc21	-0.4	57*	29*	21	-0.65	-2.0	3.1	55	64*
COC(=O)c1ccccc1NC(=O)C1CCN(S(=O)(=O)c2cc(OC)ccc2OC)CC1	-0.6	-6	2	14	17*	1.2	0.1	x	-2
